High-throughput results (PubChem BioAssay)
Nrf2 inh: Nrf2 pathway inhibition; hit rate 2.1% among 360,000; Potency, µM (series often up to 46 µM), inactives show at the top dose activity change, negative = inhibition, usual class: inhibitors; A549 ARE-Fluc reporter, luciferase luminescence, 18-24 h; note: potency is the fitted concentration of half-maximal effect; % is set by controls: 0 for no effect and ±100 for the full control effect; nearly all actives have a fitted effect of over 60% in size
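Reporter: ARE-Fluc in A549. Exposure: 18-24 h, 37 °C, 5% CO2, 5% FBS OPTI-MEM. Readouts: fluorescent cytotoxicity (CellTiter-Fluor), then luminescent Nrf2 signal after BugLite.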
EPAC2 antagonist: EPAC2 (human) antagonism. Q8WZA2. EPAC2 GEF exchange of Rap1B-BODIPY-GDP, fluorescence. Potency, µM (highest dose often 114 µM), for the others: top-dose activity, negative = inhibition, usual class: inhibitors. hit rate 0.18% among 360,000; note: potency is the fitted concentration of half-maximal effect; % is set by controls: 0 for no effect and ±100 for the full control effect; nearly all actives have a fitted effect of over 45% in size; many of its hits are not listed in these tables
Target sequence (Q8WZA2 whole entry, looked up): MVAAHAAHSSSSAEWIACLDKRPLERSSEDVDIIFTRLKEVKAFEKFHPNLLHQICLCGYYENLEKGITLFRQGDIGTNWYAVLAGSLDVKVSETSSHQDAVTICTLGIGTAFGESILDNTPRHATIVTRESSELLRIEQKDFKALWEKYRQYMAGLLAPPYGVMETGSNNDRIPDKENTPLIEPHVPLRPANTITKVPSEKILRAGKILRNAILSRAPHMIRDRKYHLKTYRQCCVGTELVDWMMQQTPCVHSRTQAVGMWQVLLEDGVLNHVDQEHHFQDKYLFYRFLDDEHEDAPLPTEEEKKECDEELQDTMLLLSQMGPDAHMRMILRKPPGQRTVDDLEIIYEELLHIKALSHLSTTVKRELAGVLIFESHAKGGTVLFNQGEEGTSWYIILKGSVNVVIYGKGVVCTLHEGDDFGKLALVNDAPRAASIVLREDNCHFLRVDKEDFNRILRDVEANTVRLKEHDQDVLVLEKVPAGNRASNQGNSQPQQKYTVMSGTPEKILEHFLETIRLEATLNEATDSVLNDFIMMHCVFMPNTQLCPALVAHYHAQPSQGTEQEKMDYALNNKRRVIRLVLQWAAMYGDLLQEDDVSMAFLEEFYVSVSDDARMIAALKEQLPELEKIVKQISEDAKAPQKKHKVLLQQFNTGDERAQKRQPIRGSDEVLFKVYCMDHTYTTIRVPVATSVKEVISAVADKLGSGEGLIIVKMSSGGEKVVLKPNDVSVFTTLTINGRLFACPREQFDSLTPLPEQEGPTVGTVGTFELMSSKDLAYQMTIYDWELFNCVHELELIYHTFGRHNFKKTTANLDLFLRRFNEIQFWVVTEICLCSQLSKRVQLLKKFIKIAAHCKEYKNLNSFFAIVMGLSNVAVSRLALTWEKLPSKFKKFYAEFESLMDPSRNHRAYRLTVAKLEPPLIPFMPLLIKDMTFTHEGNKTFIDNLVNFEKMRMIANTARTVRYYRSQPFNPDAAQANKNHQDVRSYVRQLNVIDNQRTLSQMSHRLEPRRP
TGFb SMAD3 inh: inhibitors of TGF-b signaling. HepG2 CAGA-GFP TGF-b/SMAD3 reporter, GFP fluorescence, 18 h; TGF-beta stimulated, 500 pg/mL final. Potency, µM (titrated, usually from 46.1 µM), for inactives: top-dose activity, negative = inhibition, most hits filed as inhibitors. hit rate 1.2% among 410,000. AID 588855; note: potency is the fitted concentration of half-maximal effect; % is set by controls: 0 for no effect and ±100 for the full control effect; nearly all actives have a fitted effect of over 65% in size
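TGF-beta reporter screen: HEPG2 CAGA-GFP, 1% FBS, 500 pg/mL TGF-beta final, 18 h; per-cell GFP summed per well; curves fitted and categorized by class.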
Mm-Cpn inhibitor: M. maripaludis TRiC chaperonin inhibition; purified Mm-Cpn ATPase, ADP Transcreener TR-FRET; Potency, µM (doses to about 76.9 µM), for inactives: top-dose activity, negative = inhibition, actives largely listed as inhibitors; hit rate 0.031% among 330,000; note: potency is the fitted concentration of half-maximal effect; % is set by controls: 0 for no effect and ±100 for the full control effect; nearly all actives have a fitted effect of over 80% in size
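ATPase read-out: TR-FRET ADP immunoassay (anti-ADP Eu cryptate vs ADP-d2), ex 320 nm, em 590/665 nm; signal drops as ADP forms. Enzyme 25 nM, ATP 10 uM, 30 min at 37°C after 10 min compound preincubation.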
CCT modulator: modulators of cytosolic chaperonin (CCT/TRiC) activity; hit rate 0.3% among 360,000; activity change, % (test concentration not listed), hits read low; purified chaperonin ATPase assay, HTRF ADP detection, 30 min; in the data active = activity change below about -30%; note: % is set by controls: 0 for no effect and ±100 for the full control effect
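First, chaperonin was dispensed at 40 nM or 20 nM final depending on batch activity. Next, compounds were pinned at 76 uM and ATP added at 10 uM. After 30 min at 37 °C, ADP detection reagents ran 30 min at ambient temperature.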
Nrf2 activator: activates Nrf2 signaling | AREc32 ARE-luciferase reporter (MCF7-derived line), luminescence, 24 h | Potency, µM (top dose mostly 46.1 µM), for the others: at the highest dose activation, usual class: activators | hit rate 0.31% among 410,000 | AID 624171; note: potency is the fitted concentration of half-maximal effect; % of control where 0% means no effect; nearly all actives have a fitted effect of over 65% in size
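Nrf2 activation is followed as ARE-luciferase induction in the AREc32 line after one day of compound treatment; luminescence is read with Steady-Glo.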
EPAC2 ag: agonists of human EPAC2 (RAPGEF4). Q8WZA2. hit rate 0.079% among 360,000. EPAC2 activation, biochemical qHTS; response scale: 100% = 6.5 mM cAMP response. Potency, µM (highest dose often 154 µM), without a hit: top-dose activation, actives largely listed as activators; note: potency is the fitted concentration of half-maximal effect; nearly all actives have a fitted effect of over 50% in size
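Compounds were added across a concentration range to EPAC2 (100 nM), RAP1B-BODIPY-GDP (250 nM) and GDP (50 uM). After 5 min at room temperature, fluorescence was recorded at 5-min intervals for 30 min.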
A549 viability: kills or reduces viability of A549 cells in Nrf2 counter-screen; A549 ARE-Fluc cells, CellTiter-Fluor viability, 18-24 h; Potency, µM (top dose mostly 46 µM), for inactives: top-dose activity change, negative = cytotoxicity, actives largely listed as inhibitors; hit rate 0.16% among 390,000; note: potency is the fitted concentration of half-maximal effect; % is set by controls: 0 for no effect and ±100 for the full control effect
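Cytotoxicity counterscreen: CellTiter-Fluor fluorescence was measured in A549 ARE_Fluc cells after 18-24 h of compound exposure in a concentration series. The subsequent BugLite luminescent read reports ARE-luciferase activity.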
pAkt inh: Akt phosphorylation inhibition | Neuro2A IGF-stimulated pAkt S473 HTRF, 20 min; active compounds read low | activity change, % for hits at 50 µM | hit rate 0.32% among 360,000 | AID 651550; in the data active = activity change below about -80%; inconclusive = mostly about -51% to -80%; note: % is set by controls: 0 for no effect and ±100 for the full control effect
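Neuro2A cells in DMEM with 0.5% FBS, overnight at 37 deg C, given compound at single 50 µM final, then IGF (6 nM final) for 20 min at 37 deg C. Lysed; phospho-Akt Ser473 by HTRF after 24 h, 665/615 ratio.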
* marks the source's active call; other numbers are inactive results; & = joins results of further samples; [ ] = remark or other dose. Unless noted, calls come from the whole dose curve; as a rule, active = well fitted curve in the direction sought with a large enough effect; inconclusive = small, poorly fitted or top-dose-only effect, or another doubt; inactive = no such curve, though single readings can be large; an effect the other way counts as inactive or inconclusive.

For CC(C)NS(=O)(=O)c1ccc(NC(=S)NC(=O)c2ccc(-c3ccccc3)cc2)cc1 the results were Nrf2 inh 2.1µM*, EPAC2 antagonist -1%, TGFb SMAD3 inh -7%, Mm-Cpn inhibitor -3%, CCT modulator 0.3, Nrf2 activator -0.2%, EPAC2 ag 11%, A549 viability -5% and pAkt inh inactive.
`CC(C)(C)[C@@H]1COC(=O)[C@H](Cc2ccc(F)cc2)C/C=C\C[C@H](CC(=O)N(CCO)Cc2ccccc2)C(=O)N1` gave Nrf2 inh 8%, EPAC2 antagonist -12%, TGFb SMAD3 inh -20%, Mm-Cpn inhibitor 2%, CCT modulator -0.2, Nrf2 activator 0.3%, EPAC2 ag 5%, A549 viability -14% and pAkt inh inactive.
`CCN(c1ccccc1)S(=O)(=O)c1cccc(C(=O)NCC(c2ccco2)N2CCCC2)c1` (configuration not stated) gave Nrf2 inh 0%, EPAC2 antagonist -5%, TGFb SMAD3 inh inconclusive, Mm-Cpn inhibitor inconclusive, CCT modulator -0.4, Nrf2 activator 1.7%, EPAC2 ag 5%, A549 viability 3% and pAkt inh inactive.
Screening Clc1ccc(-c2cn3c(n2)CCC3)cc1 returned EPAC2 antagonist 2%, TGFb SMAD3 inh 9%, Mm-Cpn inhibitor 1%, CCT modulator -2.7, Nrf2 activator 1.1%, EPAC2 ag -5%, A549 viability -6% and pAkt inh inactive.
S=c1[nH]c2ncccc2o1 was read as Nrf2 inh -4%, EPAC2 antagonist 17%, TGFb SMAD3 inh -1%, Mm-Cpn inhibitor -1%, CCT modulator -0.1, Nrf2 activator 0.2%, EPAC2 ag 3%, A549 viability -7% and pAkt inh inactive.
CCOC(=O)C(CC)n1nc(C)n2c(cc3occc32)c1=O (configuration not stated) was read as Nrf2 inh 4%&11%, EPAC2 antagonist 6%, TGFb SMAD3 inh 0%, Mm-Cpn inhibitor 1%, CCT modulator -3.4, Nrf2 activator 4.2%&0.2%, EPAC2 ag -7%, A549 viability -1%&1% and pAkt inh inactive.
`C=CCN(c1ccccc1)S(=O)(=O)c1cccc(C(=O)N2CC(C)CC(C)C2)c1` (configuration not stated) gave Nrf2 inh 21µM*, EPAC2 antagonist -3%, TGFb SMAD3 inh -38%, Mm-Cpn inhibitor -2%, CCT modulator -1.2, Nrf2 activator 5.4%, EPAC2 ag 3%, A549 viability inconclusive and pAkt inh inactive.
For O=C(CSc1nc2ccccc2[nH]1)NCc1ccc(F)cc1 the results were Nrf2 inh 6%, EPAC2 antagonist 2%, TGFb SMAD3 inh -1%, Mm-Cpn inhibitor -4%, CCT modulator -3.8, Nrf2 activator -0.8%, EPAC2 ag -1%, A549 viability 6% and pAkt inh inactive.
Cc1ccc(S(=O)(=O)n2ccc3c(OCCOCCSCC(NC(=O)OC(C)(C)C)C(=O)O)cccc32)cc1 (configuration not stated) was read as Nrf2 inh inconclusive, EPAC2 antagonist -14%, TGFb SMAD3 inh inconclusive, Mm-Cpn inhibitor 1%, CCT modulator -1.1, Nrf2 activator -0.7%, EPAC2 ag -5%, A549 viability -10% and pAkt inh inactive.
For O=C(CSc1ncccn1)Nc1ccc(S(=O)(=O)N2CCCCC2)cc1 the results were Nrf2 inh 1%, EPAC2 antagonist -6%, TGFb SMAD3 inh 1%, Mm-Cpn inhibitor 0%, CCT modulator -1.5, Nrf2 activator -0.5%, EPAC2 ag 2%, A549 viability -4% and pAkt inh inactive.
`O=C1CCCCCN1CP(=O)(O)CCc1ccccc1` gave Nrf2 inh -1%, EPAC2 antagonist -2%, TGFb SMAD3 inh -3%, Mm-Cpn inhibitor 3%, CCT modulator -1.6, Nrf2 activator 0.2%, EPAC2 ag 12%, A549 viability 2% and pAkt inh inactive.
Screening CCOc1ccc(N(CC)C(=O)c2cn(CC)c(=O)c3cc(OC)c(OC)cc23)cc1 returned Nrf2 inh -10%, EPAC2 antagonist 6%, TGFb SMAD3 inh -3%, Mm-Cpn inhibitor -1%, CCT modulator -0.8, Nrf2 activator -0.2%, EPAC2 ag 14%, A549 viability 1% and pAkt inh inactive.
Screening N#Cc1cnc(SCC(=O)NNC(=O)COc2cccc3ccccc23)nc1N returned Nrf2 inh 8%, EPAC2 antagonist 8%, TGFb SMAD3 inh 4%, Mm-Cpn inhibitor 1%, CCT modulator -1.0, Nrf2 activator 0.4%, EPAC2 ag -23%, A549 viability 4% and pAkt inh inactive.
For O=C(NC(Cc1ccccc1)C(=O)O)c1ccccc1 (configuration not stated) the results were EPAC2 antagonist 11%, TGFb SMAD3 inh 5%, Mm-Cpn inhibitor -7%, CCT modulator 1.1, Nrf2 activator -0.6%, EPAC2 ag -1%, A549 viability 5% and pAkt inh inactive.
For O=C1OCc2ccc(NC(=O)C3CCCCC3)cc21 the results were Nrf2 inh -3%, EPAC2 antagonist 7%, TGFb SMAD3 inh -17%, Mm-Cpn inhibitor 1%, CCT modulator -0.2, Nrf2 activator -0.7%, EPAC2 ag 3%, A549 viability -7%[1.84 µM] and pAkt inh inactive.
COc1ccccc1C(=O)Nc1ccc(S(=O)(=O)Nc2nc(C)cc(C)n2)cc1 was read as Nrf2 inh inconclusive, TGFb SMAD3 inh 3%, Nrf2 activator -0.3% and A549 viability 0%.
CC(C)c1cccc(OCC(=O)Nc2ccc(S(=O)(=O)Nc3ccccn3)cc2)c1 was read as Nrf2 inh -23%, EPAC2 antagonist -13%, TGFb SMAD3 inh -8%, Mm-Cpn inhibitor -7%, CCT modulator 2.2, Nrf2 activator -0.1%, EPAC2 ag 4%, A549 viability -1% and pAkt inh inactive.
`Cc1c(/C(O)=C2/C(=O)C(=O)N(CCN3CCOCC3)C2c2ccco2)cnn1-c1ccccc1` (configuration not stated) gave Nrf2 inh inconclusive, EPAC2 antagonist 9%, TGFb SMAD3 inh -19%, CCT modulator -1.4, Nrf2 activator 3.7%, EPAC2 ag 2%, A549 viability 7% and pAkt inh inactive.
Nc1ccc2nn(-c3ccc(Cl)cc3)nc2c1 was read as Nrf2 inh inconclusive, EPAC2 antagonist -3%, TGFb SMAD3 inh 5%, Mm-Cpn inhibitor -5%, CCT modulator -2.7, Nrf2 activator 2.4%, EPAC2 ag 5%, A549 viability 5% and pAkt inh inactive.
Cc1ccc(C)c(CSc2cn(CCNC(=O)c3ccccc3F)c3ccccc23)c1 was read as Nrf2 inh inconclusive, TGFb SMAD3 inh inconclusive, Nrf2 activator 6.2% and A549 viability -8%.
For CC(Oc1ccccc1)C(=O)Nc1c2c(nn1-c1ccccc1)CS(=O)(=O)C2 (configuration not stated) the results were Nrf2 inh -7%, EPAC2 antagonist -1%, TGFb SMAD3 inh 7%, Mm-Cpn inhibitor -4%, CCT modulator -2.3, Nrf2 activator -0.7%, EPAC2 ag 14%, A549 viability -12% and pAkt inh inactive.
CCOc1ccc(C2CC(=O)c3c([nH]c(C(=O)OCC4CCCCC4)c3C)C2)cc1 (configuration not stated) was read as Nrf2 inh 7%, TGFb SMAD3 inh 25%, Nrf2 activator -0.9% and A549 viability -3%.
`COc1ccccc1CN(Cc1cc2cc(C)cc(C)c2[nH]c1=O)Cc1nnnn1CC1CCCO1` (configuration not stated) gave Nrf2 inh inconclusive, EPAC2 antagonist -28%, TGFb SMAD3 inh -5%, Mm-Cpn inhibitor -3%, CCT modulator -5.3, Nrf2 activator -0.1%, EPAC2 ag 11%, A549 viability -5% and pAkt inh inactive.
Screening Cc1cc2nc(-c3cccc(NC(=O)CSc4ccc(Cl)cc4)c3)oc2cc1C returned Nrf2 inh inconclusive, TGFb SMAD3 inh 24%, Nrf2 activator 3.7% and A549 viability -10%.
Screening Cc1ccc(S(=O)(=O)N2CCCCC2)c2nsnc12 returned Nrf2 inh 10%, EPAC2 antagonist -16%, TGFb SMAD3 inh 7%, Mm-Cpn inhibitor 0%, CCT modulator -0.7, Nrf2 activator 0.2%, EPAC2 ag 9%, A549 viability 1% and pAkt inh inactive.
`COc1ccccc1CNS(=O)(=O)c1cccc(S(=O)(=O)N2CCOCC2)c1` gave Nrf2 inh inconclusive, EPAC2 antagonist -2%, TGFb SMAD3 inh -17%, Mm-Cpn inhibitor 0%, CCT modulator 0.3, Nrf2 activator 2.4%, EPAC2 ag 0%, A549 viability -17% and pAkt inh inactive.
For COc1cccc(C2c3c(oc4ccc(Cl)cc4c3=O)C(=O)N2c2cc(C)on2)c1OC (configuration not stated) the results were EPAC2 antagonist -2%, TGFb SMAD3 inh -2%, Mm-Cpn inhibitor 0%, CCT modulator -4.3, Nrf2 activator 0.3%, EPAC2 ag 2%, A549 viability 1% and pAkt inh inactive.

Three successive records from above, quoted:
For CC(C)NS(=O)(=O)c1ccc(NC(=S)NC(=O)c2ccc(-c3ccccc3)cc2)cc1 the results were Nrf2 inh 2.1µM*, EPAC2 antagonist -1%, TGFb SMAD3 inh -7%, Mm-Cpn inhibitor -3%, CCT modulator 0.3, Nrf2 activator -0.2%, EPAC2 ag 11%, A549 viability -5% and pAkt inh inactive.
`CC(C)(C)[C@@H]1COC(=O)[C@H](Cc2ccc(F)cc2)C/C=C\C[C@H](CC(=O)N(CCO)Cc2ccccc2)C(=O)N1` gave Nrf2 inh 8%, EPAC2 antagonist -12%, TGFb SMAD3 inh -20%, Mm-Cpn inhibitor 2%, CCT modulator -0.2, Nrf2 activator 0.3%, EPAC2 ag 5%, A549 viability -14% and pAkt inh inactive.
`CCN(c1ccccc1)S(=O)(=O)c1cccc(C(=O)NCC(c2ccco2)N2CCCC2)c1` (configuration not stated) gave Nrf2 inh 0%, EPAC2 antagonist -5%, TGFb SMAD3 inh inconclusive, Mm-Cpn inhibitor inconclusive, CCT modulator -0.4, Nrf2 activator 1.7%, EPAC2 ag 5%, A549 viability 3% and pAkt inh inactive.

This is a subset (hit frequency here may not be typical).
